Screens: PubChem BioAssay, NMMLSC
HRas wt GTP bind – changes GTP binding to wildtype human HRas; P01112; GTP binding activity, % at 10 µM; 0.14% of 190,000 active; GST-Ras wt beads, Bodipy-FL-GTP binding, flow cytometry; actives lie on both sides; AID 759;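 active means GTP binding activity at least 20% away from the 100% baseline, either lowered as inhibitor or raised as activator; inconclusive means flagged as likely green fluorescent, judged across all proteins in the well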;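 further: 0% = unlabeled GTP competition control and 100% = no-compound control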
Rac1 mut GTP – alters GTP binding to activated mutant human Rac1; P63000; GST-Rac1 activated beads, fluorescent GTP binding, flow cytometry; actives lie on both sides; 100% means binding = to untreated wells; AID 764; 0.11% of 190,000 active; percent activity (GTP binding), % at 10 µM;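 active means GTP binding at least 20 percentage points away from the 100% baseline, in either direction, so actives lie on both sides; inconclusive means Compound likely fluorescent itself, or too few beads counted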
Bcl-XL Bim block – human Bim-Bcl-XL interaction inhibition. Bim peptide-Bcl-XL binding, bead flow cytometry, fluorescence. 0.04% of 190,000 active. inhibition, % at 10 µM
Target sequence (Q07817 whole entry, looked up): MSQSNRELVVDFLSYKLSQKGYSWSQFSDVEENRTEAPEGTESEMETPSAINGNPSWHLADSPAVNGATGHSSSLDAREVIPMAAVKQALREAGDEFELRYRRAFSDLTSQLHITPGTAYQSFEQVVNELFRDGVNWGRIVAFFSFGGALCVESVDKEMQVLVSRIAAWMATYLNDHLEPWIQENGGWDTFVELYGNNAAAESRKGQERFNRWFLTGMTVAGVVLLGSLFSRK
Bcl-B Bim block – inhibitors of Bim-Bcl-B interaction, human; Q9HD36; bead-based flow cytometry, Bim peptide-Bcl-B binding; inhibition, % at 10 µM; 0.073% of 190,000 active; AID 951;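 further: 0% = tracer peptide without compound and 100% = reference inhibitor peptide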
Target sequence (Q9HD36 whole entry, looked up): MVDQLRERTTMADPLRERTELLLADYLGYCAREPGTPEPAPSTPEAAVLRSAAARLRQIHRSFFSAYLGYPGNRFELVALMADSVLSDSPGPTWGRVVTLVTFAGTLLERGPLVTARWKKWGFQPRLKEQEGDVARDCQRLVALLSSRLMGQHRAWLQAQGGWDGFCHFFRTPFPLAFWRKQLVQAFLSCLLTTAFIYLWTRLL
Cdc42 wt GTP – changes GTP binding to wildtype human Cdc42; GST-Cdc42 beads, Bodipy-GTP binding, flow cytometry; actives lie on both sides; P60953; percent activity (GTP binding), % at 10 µM; 0.2% of 190,000 active;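 active means percent activity GTP binding at least 20 points away from the 100% baseline, either down as inhibitor or up as activator; inconclusive means compound flagged as likely green fluorescent from well-wide comparison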;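 further: median bead fluorescence of bound Bodipy-FL-GTP at 100 nM; 0% = excess unlabeled GTP control and 100% = no compound control; below 100% means less GTP binding so inhibitor and above means activator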
Rac1 wt GTP bind – alters GTP binding to wildtype human Rac1; P63000; GST-Rac1 beads, fluorescent GTP binding, flow cytometry; actives lie on both sides; 0 = cold GTP competed, 100 = untreated; GTP binding activity (% of control), % at 10 µM; 0.27% of 190,000 active; AID 757;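 active means GTP binding activity at least 20 points away from the 100% control level, either lower or higher; inconclusive means compound flagged as likely green fluorescent, judged across all proteins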
Bcl-2 Bim block – inhibitors of Bim-Bcl-2 interaction, human; Bead-based flow cytometry, Bim peptide-Bcl-2 binding; 0.06% of 190,000 active; P10415; inhibition, % at 10 µM; AID 950; in the data active means inhibition above about 40%; inconclusive means no clear call, values can overlap the other calls;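 further: 0% = no compound wells with probe peptide and 100% = reference peptide inhibitor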
Target sequence (P10415 whole entry, looked up): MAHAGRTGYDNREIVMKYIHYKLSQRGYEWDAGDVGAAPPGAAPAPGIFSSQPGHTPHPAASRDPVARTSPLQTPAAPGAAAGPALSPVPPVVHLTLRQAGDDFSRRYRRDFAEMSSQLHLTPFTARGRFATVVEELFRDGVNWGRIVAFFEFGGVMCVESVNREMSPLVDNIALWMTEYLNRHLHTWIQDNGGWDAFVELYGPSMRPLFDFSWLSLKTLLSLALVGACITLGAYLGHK
Bim-Bfl-1 – human Bim-Bfl-1 interaction inhibition; Q16548; Bead-based flow cytometry, Bim-Bfl-1 binding inhibition; inhibition, % at 10 µM; 0.12% of 190,000 active;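 further: 0% = wells without compound plus tracer and 100% = blocker peptide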
Bim-Bcl-W – inhibitors of Bim-Bcl-W interaction, human. Q92843. bead-based flow cytometry, Bim peptide-Bcl-W binding. inhibition, % at 10 µM. 0.02% of 190,000 active. AID 952;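 further: 0% = bound tracer without compound and 100% = peptide blocker; higher means less fluorescent Bim peptide bound to Bcl-W beads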
Target sequence (Q92843 whole entry, looked up): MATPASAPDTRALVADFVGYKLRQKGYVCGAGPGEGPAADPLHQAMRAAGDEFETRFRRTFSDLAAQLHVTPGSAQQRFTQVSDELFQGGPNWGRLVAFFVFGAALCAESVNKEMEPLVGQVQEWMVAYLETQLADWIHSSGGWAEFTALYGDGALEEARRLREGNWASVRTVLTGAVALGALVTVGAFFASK
Rab7 wt modul – modulators of GTP binding to dog Rab7 wildtype GTPase | GST-Rab7 beads, fluorescent GTP binding, flow cytometry; actives lie on both sides; untreated = 100%, excess cold GTP = 0% | GTP binding activity (percent of control), % at 10 µM | 0.055% of 190,000 active;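 active means fluorescent GTP binding to Rab7 beads changed by at least 20 points from the 100% baseline, either direction, mostly lower; inconclusive means compound itself probably fluorescent, or too few beads counted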;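 further: median green fluorescence of bound Bodipy-FL-GTP per Rab7 bead population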
Rab2A wt mod – changes GTP binding to wildtype dog Rab2A, up or down; P61105; GST-Rab2 wt beads, Bodipy-GTP binding, flow cytometry; GTP binding activity, % at 10 µM; 0.19% of 190,000 active; AID 760;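 active means GTP binding activity at least 20 points away from 100%, either lowered or raised; inconclusive means signal likely due to the compound's own green fluorescence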;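 further: 0% = beads with excess unlabeled GTP and 100% = no-compound control corrected for plate trend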
Numbers without * were called inactive; ? = inconclusive; nt = not tested or not shown. Unless noted, no stated cut-off is given here; in the data, active means inhibition above about 40%.

| HRas wt GTP bind | Rac1 mut GTP | Bcl-XL Bim block | Bcl-B Bim block | Cdc42 wt GTP | Rac1 wt GTP bind | Bcl-2 Bim block | Bim-Bfl-1 | Bim-Bcl-W | Rab7 wt modul | Rab2A wt mod | SMILES |
| --- | --- | --- | --- | --- | --- | --- | --- | --- | --- | --- | --- |
| 96 | 94 | -2 | 0 | 96 | 95 | 0 | 2 | 0 | 97 | 96 | Fc1ccccc1Cc1ccc(Cl)nn1 |
| 100 | 97 | -1 | 0 | 97 | 97 | -4 | -3 | -1 | 96 | 99 | COc1ccc(Nc2ncc3c(n2)CC(c2ccc(C)cc2)CC3=O)cc1 (stereo not given) |
| 97 | 95 | 0 | -1 | 97 | 99 | 0 | -1 | 1 | 95 | 95 | Cc1ccc(/C=N/Nc2ccc(C(=O)O)cc2)o1 |
| 98 | 90 | -5 | -9 | 96 | 94 | -9 | -14 | 0 | 95 | 92 | C=CCOc1nc2c(c(=O)n(C)c(=O)n2C)n1Cc1ccc(Cl)cc1Cl |
| 101 | 100 | -10 | 1 | 104 | 105 | 0 | 2 | -2 | 97 | 103 | COc1ccc(C2NC(=O)c3ccccc3N2)cc1OC (stereo not given) |
| 101 | 99 | -2 | -7 | 97 | 103 | -4 | -6 | 0 | 101 | 100 | Cc1ccc(C2CC(=O)NC(SCCC(C)C)=C2C#N)cc1 (stereo not given) |
| 99 | 95 | -1 | -8 | 96 | 102 | 1 | -4 | -3 | 100 | 99 | CCn1cc(C(=O)Nc2cccc(C)c2)c(=O)c2ccc(C)nc21 |
| 99 | 97 | -4 | -6 | 103 | 103 | -9 | -2 | -3 | 100 | 97 | COC(=O)c1ccc(CC(=O)c2nc3ccccc3s2)cc1 |
| 101 | 102 | 0 | 1 | 101 | 103 | -1 | -11 | 0 | 100 | 100 | CC(C)CCN1CC(C(=O)NCCC2=CCCCC2)CC1=O (stereo not given) |
| 100 | 93 | 4 | -5 | 97 | 101 | -8 | -10 | 3 | 99 | 98 | CCOC(=O)N1CCN(c2nc(-c3ccc(F)cc3)cs2)CC1 |
| 101 | 99 | -14 | -9 | 100 | 105 | -9 | -22 | -4 | 99 | 101 | CCN(CC)C(=O)Cn1nnc(-c2ccc(C)o2)n1 |
| 102 | 98 | -3 | -3 | 101 | 106 | -3 | -4 | -1 | 110 | 103 | Cc1ccccc1NC(C)C(=O)N/N=C/c1c[nH]c2ccccc12 (stereo not given) |
| 108 | 107 | 0 | 0 | 114 | 112 | -4 | 0 | -2 | 107 | 109 | O=C(Nc1ccccc1N1CCOCC1)c1ccc([N+](=O)[O-])cc1 |
| 97 | 97 | -4 | -3 | 96 | 93 | 0 | -1 | -1 | 97 | 95 | C/C(=N\NC(=O)c1cccc(S(=O)(=O)Nc2ccccc2Cl)c1)c1ccco1 |
| 98 | 98 | -4 | -7 | 98 | 103 | 0 | 0 | 0 | 97 | 97 | CCC(C)N=C1CC(C)(C)CC(=O)/C1=C(/O)Cc1ccccc1 (stereo not given) |
| 103 | 103 | -6 | -13 | 104 | 106 | -8 | -21 | -4 | 100 | 100 | O=C1OCc2cc(NC(=O)C34CC5CC(CC(C5)C3)C4)ccc21 |
| 94 | 91 | 5 | 2 | 94 | 99 | 4 | 4 | 2 | 97 | 94 | Cc1ccc(/C(O)=C2\C(=O)C(=O)N(c3cc(C)on3)C2c2cccc(Br)c2)cc1 (stereo not given) |
| 99 | 95 | 0 | -1 | 98 | 100 | 0 | 2 | -3 | 92 | 97 | CN=c1scc(-c2ccccc2F)n1/N=C(\C)c1cccnc1 |
| 101 | 99 | 2 | 0 | 97 | 101 | 4 | 1 | 1 | 103 | 102 | CCCN1C2=NCCCN2c2ccccc21 |
| 97 | 99 | -1 | 0 | 99 | 103 | -3 | -1 | 2 | 96 | 99 | COc1ccccc1C1(CC(=O)Nc2nccs2)CCOC(C(C)C)C1 (stereo not given) |
| 97 | 98 | -8 | -5 | 96 | 104 | -4 | -1 | 0 | 95 | 95 | NC(=O)CC[C@H](NC(=O)OCc1ccccc1)C(=O)OCc1ccc(Cl)cc1 |
| 91 | 91 | -3 | -3 | 92 | 93 | -2 | -6 | -1 | 96 | 93 | CCN(Cc1ccccc1)C(=O)CCc1nnc(CCCc2ccccc2)o1 |
| 101 | 98 | -4 | -3 | 102 | 101 | -5 | -3 | -2 | 98 | 101 | CC(C)CC(=O)c1c[nH]c(C(=O)NCCc2ccccn2)c1 |
| 101 | 97 | 2 | 1 | 101 | 102 | 2 | 1 | 1 | 97 | 98 | C[C@]1(C(=O)NCCc2c[nH]c3ccccc23)C=C[C@@H](Cc2ccccc2)N1C(=O)c1ccccc1 |
| 100 | 99 | -1 | -6 | 104 | 104 | 1 | -3 | -1 | 101 | 99 | COc1ccc2[nH]c(-c3ccc(C)cc3)cc(=O)c2c1 |
| 98 | 96 | -1 | -2 | 97 | 101 | -2 | -6 | -1 | 108 | 103 | CC(=O)Nc1ccc(N2CCC(C)CC2)c([N+](=O)[O-])c1 |
| 104 | 100 | -7 | -7 | 103 | 109 | -7 | -8 | -3 | 102 | 101 | N#CCCn1c(Cl)nc2ccccc21 |
| 103 | 100 | 2 | 0 | 105 | 100 | -3 | -2 | 0 | 101 | 104 | Cc1ccnc(NS(=O)(=O)c2ccc(N)cc2)n1 |
| 99 | 98 | -5 | -3 | 97 | 104 | -3 | -3 | 0 | 101 | 103 | COc1ccccc1-n1c(CNC(=O)c2ccco2)nnc1SCC(=O)Nc1nccs1 |
| 93 | 97 | -1 | -1 | 95 | 96 | 0 | 5 | -3 | 94 | 96 | NNC(=S)Nc1ccc(Cl)cc1 |
| 97 | 97 | 1 | -7 | 99 | 99 | -3 | -3 | 0 | 96 | 97 | Cc1nc([N+](=O)[O-])c(NCCCO)n1Cc1ccccc1 |
| 102 | 97 | 4 | 0 | 101 | 102 | 0 | 1 | 2 | 101 | 100 | COc1ccc(OCCSc2nnc(-c3ccoc3C)n2C)cc1 |
| 95 | 98 | 1 | -5 | 96 | 92 | 2 | 4 | 2 | 94 | 97 | Cc1ccc(NC(=S)N(CCN2CCOCC2)Cc2ccccc2F)cc1Cl |
| 103 | 101 | -1 | -2 | 107 | 106 | -3 | 0 | -2 | 103 | 102 | COc1ccc(-c2cc(NCCc3ccncc3)n3ncnc3n2)cc1 |
| 97 | 98 | -6 | 1 | 100 | 97 | -7 | 2 | -2 | 96 | 97 | CCCN1Cc2cccc(C(=O)NC(CC(=O)OCC)c3ccc(OCC)c(OC)c3)c2C1=O (stereo not given) |
| 98 | 98 | -2 | -2 | 100 | 100 | -3 | -7 | 0 | 93 | 95 | CC(=O)Nc1ccc(C(=O)N2CCN(C(=O)c3ccco3)CC2)cc1 |
| 98 | 97 | -6 | -3 | 102 | 100 | -2 | 2 | -2 | 98 | 99 | COc1ccc(C(=O)N=c2c(C#N)cc3c(=O)n4cccc(C)c4nc3n2Cc2ccco2)cc1 |
| 92 | 92 | -2 | 0 | 93 | 92 | 1 | 2 | -4 | 100 | 97 | O=[N+]([O-])c1ccc(N2CCN(CC(O)COc3ccccc3)CC2)cc1 (stereo not given) |
| 94 | 97 | -1 | -3 | 97 | 97 | -2 | -1 | 0 | 95 | 96 | Cc1cc(C)c2nc(-n3nc(C)cc3N)cc(C)c2c1 |
| 96 | 95 | 0 | 0 | 95 | 94 | 0 | 0 | -2 | 98 | 97 | Cc1ccc(/C=C2\Oc3c(ccc(O)c3CN3CCN(C)CC3)C2=O)cc1 |
| 97 | 96 | -8 | -7 | 101 | 101 | -6 | -12 | -4 | 101 | 98 | CCC(C(=O)OCC(=O)Nc1c(Cl)cc(Cl)cc1Cl)c1ccccc1 (stereo not given) |
| 99 | 97 | -2 | -20 | 99 | 100 | 0 | 5 | -2 | 99 | 102 | O=C(CCCn1c(=S)[nH]c2cc3c(cc2c1=O)OCO3)N1CCN(c2ccccc2)CC1 |
| 96 | 97 | -2 | -5 | 100 | 100 | -4 | -4 | -6 | 96 | 95 | Cc1cc(C)c(NC(=O)CCCSc2nnc(N)s2)c(C)c1 |
| 100 | 99 | -13 | -4 | 98 | 101 | -6 | -12 | 0 | 99 | 100 | CCOC(=O)CNC(=O)c1ccc(C)cc1 |
| ? | ? | -3 | 1 | ? | ? | -3 | -4 | -3 | ? | ? | O=C1CC(Cc2ccccc2)C(=O)N1CCCn1ccnc1 (stereo not given) |
| 87 | 89 | -5 | -5 | 91 | 89 | -2 | -3 | 2 | 95 | 95 | Oc1c(Br)cc(Br)cc1C=NCc1ccccc1 |
| 101 | 98 | -2 | 0 | 100 | 101 | 0 | 0 | -1 | 101 | 100 | C=CCn1c(=O)c2c(C)c(C)sc2n2c(Nc3ccccc3)nnc12 |
| 94 | 95 | 1 | 0 | 100 | 100 | 1 | -3 | 3 | 93 | 96 | O=C(O)CCN(Cc1ccccc1)S(=O)(=O)c1ccccc1Cl |
| 94 | 94 | 1 | 0 | 94 | 96 | -1 | 1 | 1 | 95 | 95 | CCNC(=O)/C=C/c1ccccc1[N+](=O)[O-] |
| 100 | 100 | -5 | -5 | 101 | 107 | -8 | -9 | 0 | 96 | 101 | OC(CN1CCOCC1)Cn1c(-c2cccc(Cl)c2)nc2ccccc21 (stereo not given) |
| 96 | 95 | 0 | -9 | 99 | 103 | 4 | 1 | 3 | 96 | 93 | C=CCn1c(O)c(N=NC(=S)Nc2ccc(OC)cc2)c2ccccc21 |
| 96 | 95 | -6 | -4 | 96 | 99 | -2 | -4 | -3 | 96 | 94 | CCOC(=O)C(=NC(C)CC)NNc1ccc(Br)cc1 (stereo not given) |
| 98 | 100 | -8 | -8 | 104 | 103 | -2 | -8 | -6 | 98 | 99 | CC(C)(C)NC(=O)c1cc(Cl)ccc1[N+](=O)[O-] |
| 103 | 100 | 0 | -8 | 103 | 103 | -2 | -13 | 0 | 102 | 102 | CCn1c(C)c(C(C)=O)c(N2CCN(c3ccc(F)cc3)CC2)nc1=S |
| 104 | 100 | -1 | 1 | 106 | 103 | 7 | 3 | 0 | 101 | 105 | COc1ccc(-c2cc(-c3cccs3)c(C#N)c(SCC(=O)NCc3ccccc3OC)n2)cc1 |
| nt | nt | -2 | -2 | nt | nt | -7 | -3 | -1 | nt | nt | CN1CCN(C2=Nc3cc(F)ccc3Cc3ccccc32)CC1 |
| 100 | 100 | -5 | -8 | 102 | 106 | -7 | -13 | 0 | 103 | 101 | CN1CCC(N(C)C(=O)c2ccccc2Nc2ccc(SC(F)F)cc2)CC1 |
| 102 | 100 | 0 | -3 | 102 | 104 | 0 | -3 | -2 | 100 | 100 | O=C(COC(=O)C12CC3CC(CC(C3)C1)C2)NCc1ccco1 |
| 94 | 93 | 0 | 0 | 97 | 92 | -1 | -1 | -1 | 95 | 96 | Cc1ccc(/C=N/NC(=O)C(=O)N/N=C/c2ccc(C)o2)o1 |

Not a hit list; overall some 0.62% were active at least once.
